# From PubChem
# M. tuberculosis GlmU = inhibition of mycobacterial GlmU enzyme – biochemical, glucosamine-1-phosphate acetyltransferase (AID 1376) | Bifunctional protein GlmU (Mycobacterium tuberculosis (strain ATCC 25618 / H37Rv)) | M. tuberculosis GlmU acetyltransferase enzyme assay; higher % means a stronger effect | inhibition, %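 (tested at 30 µM in the primary screen)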; hits with a dose series show IC50 in µM | actives 0.25% (n = 220,000); in the data active means inhibition above about 13%; inconclusive means no clear call, values can overlap the other calls;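 further: 0% = complete reaction with vehicle and 100% = reaction without substrate; strong numbers were not always called active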
# Mtb RmlCD inh = M. tuberculosis RmlC/RmlD coupled enzyme inhibitors, primary screen, biochemical, compound mixtures, 384-well, from 1536-well plates; dTDP-4-dehydrorhamnose reductase (Mycobacterium tuberculosis (strain ATCC 25618 / H37Rv)) …; RmlC+RmlD coupled enzyme assay, percent inhibition; primary screen in compound mixtures; inhibition, % at 3.6 µM; actives 0.03% (n = 160,000); AID 1533, 2009; in the data active means inhibition mostly above about 34%, no sharp cut-off; inconclusive means no clear call, values can overlap the other calls; inactive means mostly below about 22%; further: some results filed as inactive read as strong as hits
# Target sequence (P9WH09 whole entry, looked up): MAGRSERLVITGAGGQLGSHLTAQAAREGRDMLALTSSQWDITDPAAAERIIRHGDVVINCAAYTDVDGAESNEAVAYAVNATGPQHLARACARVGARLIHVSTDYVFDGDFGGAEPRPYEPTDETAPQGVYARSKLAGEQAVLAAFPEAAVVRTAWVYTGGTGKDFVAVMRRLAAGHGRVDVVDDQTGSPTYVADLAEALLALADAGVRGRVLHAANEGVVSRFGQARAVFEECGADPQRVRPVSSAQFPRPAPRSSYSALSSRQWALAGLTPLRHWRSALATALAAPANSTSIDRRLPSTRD
# Target sequence (P9WH11 whole entry, looked up): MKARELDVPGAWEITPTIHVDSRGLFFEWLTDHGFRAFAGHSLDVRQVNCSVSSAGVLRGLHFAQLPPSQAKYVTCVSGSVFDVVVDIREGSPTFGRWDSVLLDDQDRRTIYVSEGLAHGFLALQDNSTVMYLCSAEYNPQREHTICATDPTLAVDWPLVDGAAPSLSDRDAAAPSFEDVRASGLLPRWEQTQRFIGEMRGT
# The depositor's hits bear a star; ? = inconclusive; . = no result given; & = joins results of further samples.
# The opening 4 compounds, to show the layout:
SMILES,M. tuberculosis GlmU,Mtb RmlCD inh
O=C(c1nc(-c2ccccc2)n(-c2ccccc2)n1)N1CCCCCC1,7.6%,.
COc1ccc(N2CCN(C(c3cccs3)c3nnnn3C3CCCC3)CC2)cc1 (stereo not given),3.3%,.
CCNC(=S)N(C)CCc1cc2c(c(OC)c1C=C1C(=O)N(C)C(=O)N(C)C1=O)OCO2,3.0%,.
Cc1ccc(/C=C/C(=O)Nc2nc3ccccc3[nH]2)cc1,1.5%,-8

# The whole of this part, previewed entries included:
SMILES,M. tuberculosis GlmU,Mtb RmlCD inh
O=C(c1nc(-c2ccccc2)n(-c2ccccc2)n1)N1CCCCCC1,7.6%,.
COc1ccc(N2CCN(C(c3cccs3)c3nnnn3C3CCCC3)CC2)cc1 (stereo not given),3.3%,.
CCNC(=S)N(C)CCc1cc2c(c(OC)c1C=C1C(=O)N(C)C(=O)N(C)C1=O)OCO2,3.0%,.
Cc1ccc(/C=C/C(=O)Nc2nc3ccccc3[nH]2)cc1,1.5%,-8
O=S(=O)(NCC(c1ccco1)N1CCN(c2ccc(F)cc2)CC1)c1ccc(F)cc1 (stereo not given),0.2%,-12
COc1ccc(/C=C2/NC(=O)N(Cc3ccccc3F)C2=O)cc1OC,-0.4%,14
O=C(O)c1cccc(NC(=S)N/N=C/c2ccccc2OCc2ccc(Br)cc2)c1,-0.9%,-16
CCOC(=O)c1cc2sccc2n1CC(=O)N1CCN(C(=O)c2ccco2)CC1,-2.6%,.
CCOc1cc(N2CCOCC2)c(OCC)cc1NC(=O)c1ccc(NC(C)=O)cc1,8.9%,-5
COc1ccc2c(C)cc(SCC(=O)N(C)C3CCS(=O)(=O)C3)nc2c1 (stereo not given),-2.5%,1
COC(=O)C(NNc1ccc(F)cc1)(NC(=O)c1ccccc1)C(F)(F)F (stereo not given),-2.5%,-7
O=C(O)C1CC(=O)N(CCc2c[nH]c3ccccc23)C1 (stereo not given),-0.7%,.
Cc1ccc2nc(N=C(N)N)nc(C)c2c1,0.5%,12
COc1ccc(OCC(=O)NCCc2ccc(S(N)(=O)=O)cc2)cc1,4.0%,.
CC(=O)Nc1ccc(Cc2ccc3[nH]c(=O)cc(C)c3c2)cc1,-2.7%,-11
CC(C)Cc1nc2oc3c(NCc4cccnc4)ncnc3c2c2c1CCC2,0.3%,.
CC(C)C(=O)NC(=S)Nc1sc2c(c1C(N)=O)CCCC2,5.9%,9
O=[N+]([O-])c1cccc(CSc2nnc3ccccn23)c1,-0.5%,-5
S=c1[nH]nc(Cn2cnc3ccccc32)n1-c1ccccc1Cl,-2.5%,20
CC(C)CCn1c(N2CCc3ccccc3C2)nc2c1c(=O)[nH]c(=O)n2C,2.3%,3
O=c1cc(Nc2cccc(Br)c2)[nH]c(=O)[nH]1,9.3%,0
Cc1nnc(NC(=O)C(C)Sc2nncn2C)s1 (stereo not given),-0.9%,.
Cn1c(SCc2nc(-c3ccc(Cl)cc3)no2)nnc1-c1ccco1,1.9%,10
CCCN(CCO)Cc1cccc(Br)c1,-3.7%,1
Cc1c(C2N3CC4(C)CN2CC(C)(C3)C4=O)c2ccccc2n1C (stereo not given),6.0%,.

# Next part
SMILES,M. tuberculosis GlmU,Mtb RmlCD inh
COc1ccc2c(c1)[nH]c1c(=O)n(Cc3ccco3)cnc12,.,7
CC(C)c1ccc(/C=N/n2nnnc2Nc2ccccc2)cc1,-3.1%,.
Cc1cccc(C)c1OCC(=O)N/N=C/c1ccncc1,0.9%,3
O=C(CSCc1ccc(Cl)cc1)Nc1ccc2c(c1)OCO2,3.5%,.
Cc1cc2[nH]c(=O)c3ccccc3n2n1,-3.5%,.
CCOCc1nc(C)c(Cl)c(NS(=O)(=O)c2ccc(N)cc2)n1,6.3%,0
CS(=O)(=O)c1cccc(NC(=O)c2ccc(Cl)c(Cl)c2)c1,2.4%,-12
CCOC(=O)C(/C=C(\C#N)C(=O)OCC)=C(/N)N1CCN(c2c(C)cccc2C)CC1,-3.0%,11
Cc1nn(C(=O)c2cc3sccc3[nH]2)c(C)c1C,-0.9%,2
CCn1ncc(CN2CCN(Cc3ccc(OC)c(C)c3C)C(CCO)C2)c1C (stereo not given),0.6%,2
COc1ccc(-c2csc(N(CCCN(C)C)C(=O)c3cccs3)n2)cc1,-4.4%,-4
C/C(N)=C(/C#N)C(=O)CSc1n[nH]c(-c2ccccc2Br)n1,5.5%,6
NC(=O)COC(=O)c1ccc(-c2ccccc2)cc1,-0.9%,.
COc1cc(C)ccc1S(=O)(=O)n1nc(C)cc1C,5.9%,.
O=C(CSc1nnc(-c2cccc(Cl)c2)o1)Nc1ccc2c(c1)OCCO2,5.1%,.
CN(C(=O)C(Cl)Cl)C1CC2C=CC1C2 (stereo not given),0.3%,-1
Cc1c(C(=O)NCC2COc3ccccc3O2)oc2ccc(S(=O)(=O)N(C)C3CCCCC3)cc12 (stereo not given),0.6%,-10
CCOC(=O)N1CCC(NC(=O)C2CCC(CNS(=O)(=O)c3ccc(OC)cc3)CC2)CC1 (stereo not given),6.1%,-6
N#Cc1ccc(C(=O)CSc2nnc(-c3ccc(C(F)(F)F)cn3)s2)cc1,1.6%,4
Cc1noc2ncnc(Oc3cc(Cl)ccc3Cl)c12,-1.5%,-6
COCCn1ccc(O)c(Cc2ccccc2)c1=O,-0.1%,7
O=C(CNC(=O)c1ccc(S(=O)(=O)N2CCCC2)cc1)N/N=C/c1ccco1,1.2%,-8
O=C(Nc1ccc([N+](=O)[O-])cc1)Nc1ccc2[nH]c(=O)[nH]c2c1,-6.2%,.
Cc1ccccc1NC(=O)CC(O)(C(F)(F)F)C(F)(F)F,6.8%,.
O=C(CSc1cccc[n+]1[O-])Nc1cc(S(=O)(=O)N2CCOCC2)ccc1Cl,4.4%,8

# Additional results follow:
SMILES,M. tuberculosis GlmU,Mtb RmlCD inh
Cc1cs/c(=N\N=C\c2ccccc2)n1Cc1ccco1,4.9%,7
CC1CC=C(c2ccccc2)C(=S)N1 (stereo not given),-1.7%,-2
CC(C)c1ccc(Nc2ncccc2C(=O)O)cc1,-0.6%,-9
CCCn1c(=O)c(C(=O)N/N=C/c2ccc(F)cc2)c(O)c2ccccc21,-0.8%,.
CC(C)[C@@H](CO)NC(=O)c1ccc2c3n(nc2c1)-c1ccc(Cl)cc1CO3,6.8%,.
O=C(NCc1n[nH]c(=S)n1Cc1ccccc1)c1ccccc1,0.2%,.
CCOC(=O)c1c(C)c(C(=O)Nc2ccc3c(c2)OCCO3)c(C)n1CC,2.3%,5
CC(C)(C)c1nc(C(C)(C)C)c(Br)c(=O)[nH]1,6.2%,8
Cc1ccccc1NC(=S)NCC(c1cccnc1)N(C)C (stereo not given),1.8%,28
COc1ccc(C(=O)Nc2ccc3oc(-c4cccnc4)nc3c2)cc1OC,2.2%,3
CCOc1ccc(/C=C2\SC(=S)N(NC(=O)c3ccncc3)C2=O)cc1OC,0.0%,-11
O=C(OCC(=O)N1CCCC1)c1cncc(Br)c1,-1.0%,.
Cc1cc(C)c(C#N)c(SCS(=O)Cc2ccc(Cl)cc2)n1 (stereo not given),3.0%,.
Cc1ccccc1N1CCN(C(=O)c2ccccc2NC(=O)c2ccccc2C(=O)O)CC1,4.0%,.
O=S(=O)(CCOc1ccccc1)N1CCOCC1,4.5%,.
O=C(NC(=S)Nc1ccc(NC(=O)c2cccs2)cc1)c1cc2ccccc2o1,0.0%,2
COc1ccc(S(=O)(=O)N2CCN(c3ccc4nnc(-c5ccccc5)n4n3)CC2)cc1,1.9%,9
CC(C)Cn1c(O)c2ccc(C(=O)N=NC(=O)c3cccnc3)cc2c1O,0.6%,8
O=C(/C=C/c1cccc([N+](=O)[O-])c1)NCc1ccc2c(c1)OCO2,6.1%,11
O=C(CSc1ccc2c(c1)OCCO2)NC(=O)NC1CCCC1,5.9%,7
Cc1cc(C)n2nc(SCC(=O)N(C(C)C)C(C)C)nc2n1,3.4%,6
COC(=O)C1=C(C(=O)OC)[C@@H]2N(C)c3ccc(OC)cc3[C@@]23C[C@@H](C(=O)OC)N(C(=O)NCCBr)C3=N1,-4.1%,.
COCCNC(=O)c1c(NC(=O)c2nc(SC)ncc2Cl)sc2c1CCCC2,-2.1%,10
COc1ccccc1N1CCN(CC(=O)Nc2ccc(CN3CCCCC3)cc2)CC1,-12%,.
O=C(CN1CCN(S(=O)(=O)c2ccc(F)cc2)CC1)Nc1cc(C(F)(F)F)ccc1Cl,-1.6%,9

# The listing continues.
SMILES,M. tuberculosis GlmU,Mtb RmlCD inh
CC1CCN(c2nnc(-c3ccccc3)c3ccccc23)CC1,1.0%,-14
Cc1ccc(NC(=O)C(C)OC(=O)c2ccc(NS(=O)(=O)c3ccc(F)c(F)c3)cc2)cc1 (stereo not given),2.3%,?
Cn1cnnc1Sc1cc(N2CCN(S(=O)(=O)c3ccc4ccccc4c3)CC2)ccc1[N+](=O)[O-],0.2%,-5
CCC(C)NC(=O)c1ccccc1NC(=O)CN1C(=O)c2ccccc2S1(=O)=O (stereo not given),0.0%,-8
Cc1occc1-c1nnc(SCC(=O)N2CCOCC2)n1CC(C)C,-6.6%,.
O=C(COc1ccccc1Cl)N1CCN(c2ccc(F)cc2)CC1,0.6%,-7
C=CCn1c(O)c(C(C)=NCCC(c2ccccc2)c2ccccc2)c(=O)[nH]c1=O,-3.9%,8
CC(=O)NC(=S)Nc1ccccc1C(=O)Nc1ccccc1,-4.3%,7
O=C(NC1CCCCC1)c1cc(F)cc2c1OCOC2,-0.9%,.
CC(C)C[C@@H](CSc1ccc(Br)cc1)N1CCN(CCc2ccccc2)CCC1=O,2.0%,.
Cc1occc1C(=O)NC(C)C12CC3CC(CC(C3)C1)C2 (stereo not given),0.5%,5
O=C(O)CSC(C(=O)Nc1ccc(C(F)(F)F)cc1)c1ccccc1 (stereo not given),6.8%,.
Cc1ccc(N2CC(C(=O)NCCC(C)C)CC2=O)cc1 (stereo not given),1.3%,?
O=C(NCCO)c1ccc2c3n(nc2c1)-c1ccc(Cl)cc1CO3,-5.7%,.
COc1cc(CSc2nnnn2-c2ccc(C)cc2)cc(OC)c1OC,0.7%,.
COc1cccc(CNC(=O)CC2Sc3ccccc3NC2=O)c1 (stereo not given),6.0%,5
COc1ccc(S(=O)(=O)Nc2ccccc2OC)cc1NC(=O)c1cc2ccccc2oc1=O,-5.9%,10
Cc1ccc(C(=O)Oc2ccccc2N2C(=O)C3CCCCC3C2=O)cc1 (stereo not given),.,-10
CN[C@H]1C[C@H]2O[C@@](C)([C@H]1OC)n1c3ccccc3c3c4c(c5c6ccccc6n2c5c31)C(=O)NC4,-8.0%,.
CC1(C)Cc2c(sc3ncn4c(=S)[nH]nc4c23)CO1,-1.3%,-4
COC(=O)c1ccc(CN2CCN(Cc3ccccc3)CC2)cc1,1.8%,-29
Cn1cccc1Cc1nnc(SCC(=O)N2CCc3ccccc32)n1-c1ccc(F)cc1,8.0%,-11
CC(C)c1nc2oc3c(NCC4CCCO4)ncnc3c2c2c1COC(C)(C)C2 (stereo not given),.,12
O=C(Nc1ccncc1)C1CCC(CNS(=O)(=O)c2cccc3nsnc23)CC1 (stereo not given),-0.4%,-2
O=C(CCc1nnc(-c2ccc3c(c2)OCO3)o1)N(Cc1ccncc1)CC1CCCO1 (stereo not given),2.5%,-10

# Arranged by molar mass (largest number first): some entries from above
SMILES,M. tuberculosis GlmU,Mtb RmlCD inh
COc1cc(CSc2nnnn2-c2ccc(C)cc2)cc(OC)c1OC,0.7%,.
Cc1ccc(C(=O)Oc2ccccc2N2C(=O)C3CCCCC3C2=O)cc1 (stereo not given),.,-10
COC(=O)c1ccc(CN2CCN(Cc3ccccc3)CC2)cc1,1.8%,-29

# The listing picks up, repeating the six entries before the break.
SMILES,M. tuberculosis GlmU,Mtb RmlCD inh
CC1(C)Cc2c(sc3ncn4c(=S)[nH]nc4c23)CO1,-1.3%,-4
COC(=O)c1ccc(CN2CCN(Cc3ccccc3)CC2)cc1,1.8%,-29
Cn1cccc1Cc1nnc(SCC(=O)N2CCc3ccccc32)n1-c1ccc(F)cc1,8.0%,-11
CC(C)c1nc2oc3c(NCC4CCCO4)ncnc3c2c2c1COC(C)(C)C2 (stereo not given),.,12
O=C(Nc1ccncc1)C1CCC(CNS(=O)(=O)c2cccc3nsnc23)CC1 (stereo not given),-0.4%,-2
O=C(CCc1nnc(-c2ccc3c(c2)OCO3)o1)N(Cc1ccncc1)CC1CCCO1 (stereo not given),2.5%,-10
c1ccc(-c2nc3ccccc3s2)nc1,1.0%&4.1%,-8&-8
CCN(CC)CCCn1c(=S)[nH]c2ccccc2c1=O,2.8%,-4
O=C(O)c1ccc(S(=O)(=O)c2ccc(Sc3ccc(C(=O)O)c(C(=O)O)c3)cc2)cc1,7.2%,.
CCC(=O)N1CCc2cc(S(=O)(=O)NC(Cc3ccccc3)C(=O)NC3CCCC3)ccc21 (stereo not given),1.1%,-5
Cc1cc(C(F)(F)F)nn1CC(=O)NNC(=S)Nc1ccc(Cl)cc1,-2.5%,.
COc1ccc(CSCC(=O)NCCC(C)C)cc1,-0.8%,.
CCCC(=O)Nc1nnc(-c2ccc3c(c2)OCCO3)o1,-3.4%,-6
CCc1nnc(NC(=O)CSc2nnnn2-c2cccc(C(C)=O)c2)s1,2.8%,13
CC1(C)OC(c2ccccc2)=C/C(=C/C=C2C(=O)NC(=O)NC2=O)O1,4.4%,1
Cn1c(CSCc2ccc(Cl)cc2)n[nH]c1=S,6.6%,4
COc1cc(/C(C)=N/Nc2ccc(C(=O)O)cc2)cc(OC)c1OC,9.4%,-8
CCn1c(SCC(=O)Nc2ccc3c(c2)oc2ccccc23)nnc1-c1ccc(N)cc1,1.6%,15
COc1ccc2c(c1)cc1n2CCN=C1N,-2.3%,60
O=C(O)c1cccc(NC(=S)NC(=O)c2ccc(-c3ccc(Cl)cc3)o2)c1,9.2%,-12

# A portion of the library (hit frequency here may not be typical).
